TCR CD3 inh: inhibitors of human TCR-CD3 interaction, primary screen, biochemical, fluorescence, TAMRA-labeled TCR probe | T-cell receptor (TCR) | inhibition, % at 9.4 µM | 360,000 tested, 0.37% active | AID 651800, 2012; in the data active means inhibition above about 19%;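 further: recombinant mutant TCR 2C K166C tagged with TAMRA read by polarization; 0% = receptor in buffer alone and 100% = receptor with positive control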
rCAG binder: binders of r(CAG) RNA repeats, primary screen, biochemical, fluorescence. 370,000 tested, 1.3% active. r(CAG) RNA repeat, TO-PRO-1 dye displacement fluorescence. AID 651821, 2012. inhibition, % at 3 µM;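 active means inhibition above the plate cutoff, the mean of all test compounds on that plate plus 3 SD, cut at about 35% in these data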;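 further: 0% = DMSO alone and 100% = 100 µM mitoxantrone as full dye displacement; higher means more dye released from RNA so lower well fluorescence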
mABHD4 FP: ABHD4 inhibitors, primary screen, biochemical, fluorescence polarization, mouse; (Lyso)-N-acylphosphatidylethanolamine lipase (Mus musculus), Q8VD66; purified mABHD4, FP-Rh probe fluorescence polarization; inhibition, % at 8.92 µM; 370,000 tested, 0.54% active; AID 720543, 2013;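 active means inhibition exceeding the mean over every tested compound plus 3 SD, cut at about 30% in these data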;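 further: 0% = plate median of compound wells and 100% = S159A mutant with DMSO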
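Material: mouse ABHD4 enzyme, wild type; Benchmarks: S159A mutant high control, sample median low control; Buffer or medium: HEPES pH 7.0, NaCl, Pluronic buffer; Signal: fluorescence polarization; Read-out: percent inhibition of probe binding, normalized to plate controls; Timing: pre-incubation 45 min, probe exposure 60 min, at 25 °C; Dosing: 8.92 µM, single dose.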
HTRA1 inh: HTRA1 serine protease inhibitors, primary screen, biochemical, fluorescence polarization, HTS | recombinant HTRA1, FP-rhodamine activity-based probe | 340,000 tested, 0.5% active | inhibition, % at 5.96 µM | AID 504803, 2011; in the data active means inhibition above about 36%;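 further: 0% = enzyme with DMSO and 100% = wells lacking enzyme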
SIAE inh: human SIAE inhibitors, primary screen, biochemical, fluorescence polarization, FP-Rh probe, 1536-well HTS | SIAE FP-Rh probe binding | AID 1053197, 2014 | inhibition, % at 9.66 µM | 370,000 tested, 0.69% active | Sialate O-acetylesterase (Homo sapiens), Q9HAT2;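 active means inhibition above a cutoff: mean of compounds within the control limits plus 3 SD of those, cut at about 17% in these data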;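 further: 0% = plate median of compound wells and 100% = probe without SIAE protein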
LEDGF integ inh: blockers of LEDGF/p75-dependent integrase strand transfer – biochemical, TR-FRET, high throughput, primary screen; TR-FRET IN-LEDGF/p75 DNA integration, Eu/Cy5; 370,000 tested, 0.64% active; inhibition, % at 3.7 µM; HIV-1 integrase (with human LEDGF/p75);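 active means inhibition above the screen-wide mean plus 3 SD, cut at about 13% in these data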;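 further: signal is the Cy5 over europium emission ratio at 671 and 618 nm; 0% = plate median of compound wells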
NPR2 activator: human GC-B receptor activators, primary screen, HEK293 GC-B cells, cGMP TR-FRET, EC30 CNP. Atrial natriuretic peptide receptor 2 (Homo sapiens), P20594. 0% at EC30 CNP, 100% saturating CNP. activation, % at 10 µM. 370,000 tested, 0.11% active;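 active means activation at 10 µM reaching about 35% in either raw or pattern-adjusted values, limit read from the data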
MBD2 inh: inhibitors of MBD2 binding to methylated DNA, primary screen, biochemical, TR-FRET, DNA-binding domain, human | 370,000 tested, 0.31% active | AID 686964, 2013 | inhibition, % at 4.4 µM | MBD2 binding to methylated oligonucleotide | Methyl-CpG-binding domain protein 2 (Homo sapiens), Q9UBB5; in the data active means inhibition above about 13%
PRMT1 inh: PRMT1 methyltransferase inhibitors, primary screen, biochemical, fluorescence polarization; Protein arginine N-methyltransferase 1 (Homo sapiens), Q99873; recombinant PRMT1, activity-based probe fluorescence polarization; inhibition, % at 2.79 µM; 370,000 tested, 1.3% active; AID 652257, 2013;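 active means inhibition above about 21% made by adding two undisclosed values, limit read from the data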
TDP2 absorb: human TDP2 enzyme inhibitors, primary screen, biochemical, epi absorbance, recombinant enzyme; Tyrosyl-DNA phosphodiesterase 2 (Homo sapiens), O95551; T5PNP hydrolysis, p-nitrophenol absorbance 415 nm; inhibition, % at 12.8 µM; 370,000 tested, 0.34% active; AID 720702, 2013;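 active means inhibition above the mean of all tested compounds plus 3 SD, set per campaign, cut at about 25% in these data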;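 further: 0% = DMSO with enzyme and 100% = buffer with substrate but no TDP2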
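System – recombinant human TDP2 · Amount – 120 nM TDP2 per well · Buffer or medium – Mg2+-containing Tris-HCl buffer, pH 7.5 · Reagent – T5PNP substrate, 5 mM · Dosing – 12.8 µM single point, 1% DMSO · Incubation – 2 h at 37 °C · Measured by – epi absorbance · Read-out basis – percent inhibition · Benchmarks – high control without enzyme, low control DMSO plus TDP2 · Repeats – singlicate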
* marks the source's active call; other numbers are inactive results; nt = not tested or not shown; + = active, no number.

SMILES | TCR CD3 inh | rCAG binder | mABHD4 FP | HTRA1 inh | SIAE inh | LEDGF integ inh | NPR2 activator | MBD2 inh | PRMT1 inh | TDP2 absorb
COc1nc2ccccc2nc1N1CC1 | 7.9 | 3.6 | 5.9 | nt | -2.2 | 0.0 | -2.3 | -3.7 | -2.4 | -2.5
O=C1Nc2ccc(Br)cc2C(c2ccccc2Cl)=NC1O (stereo not drawn) | 0.1 | 2.4 | -1.7 | -4.8 | 0.7 | 5.4 | 0.3 | -5.8 | -4.3 | -8.4
CC1(C)C2([N+](=O)[O-])CN3CC1([N+](=O)[O-])CN(C2)C3c1ccccn1 (stereo not drawn) | 0.9 | -0.8 | -5.2 | 2.4 | 4.4 | 1.2 | 5.3 | -2.7 | -1.5 | 8.6
CNc1ccc2nc3ccccc3[n+](C)c2c1 | + | -2.6 | 118.6* | 114.9* | 108.0* | 9.4 | -63.5 | 14.6* | 21.4* | 45.7*
CCOP(=O)(C#CC(C)(C)C)C(O)(c1ccccc1)C(F)(F)F (stereo not drawn) | -4.3 | -8.9 | -6.6 | 0.1 | 8.2 | 2.7 | -11.3 | -1.0 | 3.5 | -4.5
OCCOc1ccccc1 | 10.1 | 1.1 | -5.5 | -3.0 | -3.0 | 3.9 | -6.5 | -1.2 | -0.6 | -11.1
COc1cc(/C=C/[N+](=O)[O-])ccc1OC(=O)c1cccnc1 | -0.6 | 6.4 | 0.0 | 4.4 | 5.7 | -3.5 | 2.5 | -0.8 | 5.2 | 8.5
CCC(=NCc1cc(OC)cc(OC)c1)c1c(O)n(C)c(=O)n(C)c1=O | 0.5 | -2.6 | 1.8 | 2.3 | 5.0 | -3.1 | -0.1 | -0.8 | -1.6 | 6.1
CCOC(=O)[C@@H]1[C@H]2COc3ccc(Br)cc3[C@@H]2N2C(=O)N(c3cccc(C)c3)C(=O)[C@]12C | 2.9 | -3.0 | -2.0 | -33.2 | -3.9 | -5.3 | -6.1 | 5.2 | -3.6 | -2.2
CC1=NCCc2c1[nH]c1cc(O)ccc21 | 7.1 | -79.1 | 8.7 | 19.3 | 10.6 | -0.5 | 0.9 | -12.0 | 118.9* | 0.5
O=c1[nH]c(=O)n(Cc2ccccc2)c(O)c1C=NCCCO | 5.8 | -0.8 | 4.0 | 0.1 | 0.7 | 0.3 | 5.3 | -0.5 | -2.6 | -8.3
O=C(c1ccccc1F)c1cn(CC(=O)N2CCCCC2)c2ccccc12 | 1.6 | -1.4 | -4.8 | 4.0 | -0.7 | -1.6 | 2.6 | -1.7 | -2.8 | 5.4

Laid out differently: results already given.
| Compound | TCR CD3 inh | rCAG binder | mABHD4 FP | HTRA1 inh | SIAE inh | LEDGF integ inh | NPR2 activator | MBD2 inh | PRMT1 inh | TDP2 absorb |
| --- | --- | --- | --- | --- | --- | --- | --- | --- | --- | --- |
| OCCOc1ccccc1 | 10.1 | 1.1 | -5.5 | -3.0 | -3.0 | 3.9 | -6.5 | -1.2 | -0.6 | -11.1 |
| COc1cc(/C=C/[N+](=O)[O-])ccc1OC(=O)c1cccnc1 | -0.6 | 6.4 | 0.0 | 4.4 | 5.7 | -3.5 | 2.5 | -0.8 | 5.2 | 8.5 |
| CCC(=NCc1cc(OC)cc(OC)c1)c1c(O)n(C)c(=O)n(C)c1=O | 0.5 | -2.6 | 1.8 | 2.3 | 5.0 | -3.1 | -0.1 | -0.8 | -1.6 | 6.1 |
| CCOC(=O)[C@@H]1[C@H]2COc3ccc(Br)cc3[C@@H]2N2C(=O)N(c3cccc(C)c3)C(=O)[C@]12C | 2.9 | -3.0 | -2.0 | -33.2 | -3.9 | -5.3 | -6.1 | 5.2 | -3.6 | -2.2 |
| CC1=NCCc2c1[nH]c1cc(O)ccc21 | 7.1 | -79.1 | 8.7 | 19.3 | 10.6 | -0.5 | 0.9 | -12.0 | 118.9* | 0.5 |
| O=c1[nH]c(=O)n(Cc2ccccc2)c(O)c1C=NCCCO | 5.8 | -0.8 | 4.0 | 0.1 | 0.7 | 0.3 | 5.3 | -0.5 | -2.6 | -8.3 |
| O=C(c1ccccc1F)c1cn(CC(=O)N2CCCCC2)c2ccccc12 | 1.6 | -1.4 | -4.8 | 4.0 | -0.7 | -1.6 | 2.6 | -1.7 | -2.8 | 5.4 |

Remaining list, next part:
SMILES | TCR CD3 inh | rCAG binder | mABHD4 FP | HTRA1 inh | SIAE inh | LEDGF integ inh | NPR2 activator | MBD2 inh | PRMT1 inh | TDP2 absorb
Cc1ccccc1N1CCN(C2CCCN(C(=O)COc3ccccc3)C2)CC1 (stereo not drawn) | -2.3 | -10.3 | 5.7 | 5.5 | 1.0 | -0.6 | -1.1 | -2.3 | 5.5 | 5.6
CN(c1ccccc1)c1ccc([N+](=O)[O-])c2nonc12 | -6.9 | 0.1 | -11.9 | -8.0 | -0.5 | 2.5 | 1.6 | -31.6 | 0.3 | -13.7
Cc1cc(/C=C2\C(=O)NC(=O)N(Cc3ccco3)C2=O)c(C)n1-c1ccc(O)cc1 | 7.8 | 30.0 | 4.6 | 9.7 | -5.9 | 53.2* | -6.4 | 12.2 | 28.6* | -0.3
CC1([N+](=O)[O-])COP(=O)(NC2CCCC2)OC1 (stereo not drawn) | -7.1 | -0.1 | -15.6 | 11.6 | -1.3 | 1.1 | 4.4 | -6.4 | -5.1 | -12.7
Cc1cccc(NC(=O)C(C)N2CC=C(c3ccccc3)CC2)c1 (stereo not drawn) | 2.3 | -4.3 | 2.6 | 3.6 | -0.6 | -1.6 | -0.6 | 4.7 | 0.1 | -6.7
CC12CN3CC(c4ccccc4)(CN(C1)C31CCCCC1)C2=O | 7.4 | -1.4 | 1.0 | -1.1 | 2.6 | 0.9 | 6.9 | -2.0 | -1.4 | 5.3
O=C1CN=C(c2ccccc2)c2c(sc3c2CCCC3)N1 | 1.5 | 1.2 | -8.0 | -0.5 | 0.1 | -0.4 | -0.6 | 6.5 | 5.4 | -8.0
C[N+](C)(C)CCc1ccc(O)cc1 | -11.0 | -1.7 | -0.7 | -0.6 | 0.4 | 1.3 | 0.4 | 1.5 | -8.9 | 9.8
Cc1ccc(S(=O)(=O)CC(=O)c2cc(C)c(OC(=O)N(C)C)c(C)c2)cc1 | -4.4 | -0.7 | -1.6 | -11.1 | -0.4 | -1.2 | 1.2 | 1.0 | 1.4 | 6.0
Oc1c(Br)cc(Br)cc1Br | -2.3 | 1.2 | -4.4 | 1.9 | 1.1 | 0.3 | -1.2 | -3.7 | -1.4 | -2.7
Cc1cc(N(CCCl)CCCl)ccc1/C=N/N=C(\N)c1cnccn1 | 13.0 | -7.0 | 0.9 | 0.9 | 8.8 | 0.9 | -1.1 | -6.1 | -2.0 | -2.0
CC12CN3CC(C)(CN(C1)C31CCSCC1)C2=O | 4.2 | 0.3 | -0.8 | 3.6 | 2.2 | -1.0 | 1.1 | 0.9 | -1.1 | 17.6
O=C(CN1CCOCC1)c1cccc2ccccc12 | 2.3 | 5.8 | 9.7 | -6.3 | 4.0 | 1.9 | -2.4 | -7.5 | 4.5 | 25.3*

Source: PubChem

Not all compounds are listed. The share of hits here may be higher or lower than overall.
